IL1B secr inh = inflammasome signaling inhibition, IL-1 beta readout; THP-1 LPS/ATP IL-1B secretion, AlphaLISA, 16 h; hits give low values; activity change, % at 57.5 µM; actives 4.7% (n = 360,000); in the data active means activity change below about -50%; inconclusive means mostly about -30% to -49%; further: on the % scale 0 is the no-effect control and ±100 the full control effect
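THP-1 cells pretreated 1 hr with compounds (up to 57.5 uM final), then stimulated with LPS (250 ng/mL final) plus ATP (1.25 mM final); secreted IL-1B measured by AlphaLISA after 16 hr, decreased signal indicating inhibition.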
HT1080NT lethal = kills 2HG-producing HT-1080-NT fibrosarcoma cells; HT-1080-NT fibrosarcoma viability, CellTiter-Glo ATP luminescence, 48 h; actives 1.6% (n = 360,000); AID 686970; Potency, µM (series often up to 46.1 µM), for inactives: at the highest dose activity, negative = less viability, hits mostly cytotoxic;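 further: NT is the 2HG producing partner of a matched IDH1 knockdown line; potency means the concentration at half of the fitted maximal effect; 0% = DMSO-treated cells and -100% = media-only wells without cells; nearly all actives have a fitted effect of over 55% in size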
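Fibrosarcoma NT cells, 750 per well in 5% FBS RPMI, were exposed to compound for 48 hours. Viability: CellTiter-Glo luminescence.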
KB-3-1 cytotox = KB-3-1 parental cell cytotoxicity; KB-3-1 viability, CellTiter-Glo ATP luminescence, 72 h; Potency, µM (highest dose often 46.1 µM), without a hit: at the highest dose activity change, negative = cytotoxic, actives largely listed as cytotoxic; actives 1.4% (n = 400,000); further: potency means the concentration at half of the fitted maximal effect; on the % scale 0 is the no-effect control and ±100 the full control effect; nearly all actives have a fitted effect of over 60% in size
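Screening of KB-3-1 cells (DMEM, 10% FBS, phenol-red free) ran from lowest to highest compound concentration; after 72 h at 37 °C viability was read luminescently and curves fitted.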
HT1080 IDH1KD tx = toxicity to HT-1080 IDH1 knockdown cells (counter line). HT-1080 IDH1 knockdown viability, ATP luminescence, 48 h. actives 2% (n = 360,000). Potency, µM (series often up to 46.1 µM), without a hit: top-dose activity, negative = toxicity, most hits filed as cytotoxic. AID 686971;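 further: potency means the concentration at half of the fitted maximal effect; 0% = DMSO wells and -100% = cell-free medium wells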
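IDH1KD HT-1080 cells, 750/well, RPMI + 5% FBS; compound pinned after 2 h settling; 48 h, 37 °C; CellTiter-Glo luminescence; % activity normalised to DMSO and no-cell wells; curves fitted, classed by r2 and efficacy.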
KB-V1 MDR tox = KB-V1 MDR subline cytotoxicity. actives 3.4% (n = 400,000). Potency, µM (series often up to 46.1 µM), for inactives: at the highest dose activity change, negative = cytotoxicity, actives largely listed as cytotoxic. KB-V1 MDR cells viability, CellTiter-Glo, 72 h; further: potency means the concentration at half of the fitted maximal effect; on the % scale 0 is the no-effect control and ±100 the full control effect; nearly all actives have a fitted effect of over 60% in size
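KB-V1 cells (P-gp-expressing MDR subline of KB-3-1) in phenol-red-free DMEM with 10% FBS were exposed to library compounds over a concentration series for 72 h at 37 degrees C. Viability read by CellTiter-Glo luminescence; concentration-effect curves fitted after normalization.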
SW480 rerep = induces DNA re-replication in SW480 colon adenocarcinoma cells | SW480 DNA re-replication, Hoechst DNA content imaging, 48 h | Potency, µM (highest dose often 46.1 µM), without a hit: top-dose re-replication activation, hits mostly activators | actives 1.8% (n = 340,000); further: potency means the concentration at half of the fitted maximal effect; % of control where 0% means no effect; nearly all actives have a fitted effect of over 55% in size
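Cells (250 per well) received 23 nL compound or DMSO by pin tool and were kept 48 hr at 37 C, 5% CO2. Nuclei were then stained with Hoechst for 40 min and scanned for DNA content.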
MCF10A rerep = DNA re-replication induction in MCF 10a cells. actives 2.9% (n = 350,000). AID 624296. Potency, µM (doses to about 46.1 µM), for the others: top-dose activity, positive = re-replication, hits mostly activators. MCF 10A DNA re-replication, Hoechst nuclear intensity, 48 h; further: potency means the concentration at half of the fitted maximal effect; % of control where 0% means no effect; nearly all actives have a fitted effect of over 50% in size
ATXN2 expr inh = ATXN2 expression inhibition; HEK-293 ATXN2-luciferase reporter, luminescence, 24 h; actives 0.72% (n = 360,000); Potency, µM (series often up to 57 µM), inactives show top-dose activity change, negative = inhibition, most hits filed as inhibitors; further: potency means the concentration at half of the fitted maximal effect; on the % scale 0 is the no-effect control and ±100 the full control effect; nearly all actives have a fitted effect of over 55% in size
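qHTS (up to 57 uM final) was run with 24 h compound exposure of reporter cells at 37 °C. Each well was multiplexed: SteadyGlo luminescence measured ATXN2-luciferase expression after a fluorogenic Gly-Phe-AFC viability readout (25 uM final).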
S2 tox = viability counter-screen for ATXN expression inhibitors | Potency, µM (series often up to 56.7 µM), hits mostly cytotoxic | S2 cells (HEK-293 line with an ATXN2-luciferase reporter) viability, CellTiter-Fluor protease fluorescence, 24 h | actives 0.49% (n = 400,000); further: potency means the concentration at half of the fitted maximal effect; nearly all actives have a fitted effect of over 40% in size
Active calls of the source: *; i = inactive; u = inconclusive; x = not tested or not shown; [ ] = dose if it differs, or a comment. Unless noted, the call rests on the fitted dose curve; in most records, active means well fitted curve in the direction sought with a large enough effect; inconclusive means small, poorly fitted or top-dose-only effect, or another doubt; inactive means no such curve, though single readings can be large; an effect the other way counts as inactive or inconclusive. No enrichment for hits; any-hit rate near 11%.

mol | IL1B secr inh | HT1080NT lethal | KB-3-1 cytotox | HT1080 IDH1KD tx | KB-V1 MDR tox | SW480 rerep | MCF10A rerep | ATXN2 expr inh | S2 tox
O=C(COC(=O)C1CCN(c2ccc(C(F)(F)F)cn2)CC1)c1ccccc1Cl | 3 | 2% | 3% | 5% | 23% | 17% | 3% | -13% | i
CC(O)Cc1cn(CC(=O)N2CCNCC2)nn1 (stereo not given) | 12 | -2% | -14% | 0% | -18% | -16% | 3% | -6% | i
COc1cc2[nH]c(C(=O)N3CC(C)OC(C)C3)cc2c(OC)c1OC (stereo not given) | -11 | -10% | -11% | -10% | 0% | 6% | u | 2% | i
COc1cc2c(cc1NC(=O)COc1ccc(Br)cc1)oc1ccccc12 | x | x | 1% | x | 3% | x | x | 8% | i
CSC1=NCCN1C(=O)C12CC3CC(CC(C3)C1)C2 | -12 | -2% | 2% | -13% | -14% | -7% | u | x | i
CC1CCN(S(=O)(=O)c2ccc(NC(=O)C3CSC4(C)CCC(=O)N34)cc2)CC1 (stereo not given) | -6 | 8% | -6% | -5% | -7% | u | 9% | -1% | i
Cc1ccc(NC(=O)CCNS(=O)(=O)c2ccccc2F)cc1S(=O)(=O)N1CCOCC1 | 3 | 2% | 0% | 15% | -3% | 3% | -2% | 4% | i
O=C(CSc1n[nH]c(-c2ccccn2)n1)Nc1ccc(F)cc1 | 13 | u | u | u | u | 3.3µM* | u | u | i
CC(C)Oc1ccc(S(=O)(=O)N2CCOCC2)cc1NC(=O)Cc1c(F)cccc1Cl | 1 | 8% | 1% | -3% | -20% | 5% | 11% | 2% | i
Cn1c(SCC(=O)Nc2ccc(Br)cn2)nnc1C1CC1 | 0 | 6% | u | 16% | 16% | 23% | -1% | -20% | i
CC1CCCN(CCC(=O)Nc2ccccc2)C1 (stereo not given) | 24 | -1% | -10% | 1% | -1% | 1% | -1% | -4% | i
CCOc1ccc(S(=O)(=O)NCc2cccnc2)cc1C | 25 | 17% | 9% | 4% | 10% | -1% | 1% | -14% | i
COC(=O)C1=CN(C(C)C)C=C(C(=O)OC)C1c1cccc(OC)c1 | -10 | 7% | -9% | 7% | u | -225%[inhibitor] | 0% | 6% | x
Cc1nnc(NCc2ccccc2)c2c1nnn2Cc1ccccc1Cl | x | x | 2% | x | 0% | x | x | 12% | i
N#Cc1c(NC(=O)C2CC(Cl)=CCC2C(=O)O)sc2c1CCCCC2 (stereo not given) | -5 | -11% | -26% | -6% | 1% | -4% | -22% | -9% | i
COCCCn1c(=NC(=O)c2ccncc2)c(C#N)cc2c(=O)n3cccc(C)c3nc21 | 14 | -5% | 19% | -7% | -12% | u | 787%[0.0737 µM] | 2% | x
CCC1Sc2ccc(S(=O)(=O)CCC(=O)Nc3ccc(C(=O)OC)cc3)cc2NC1=O (stereo not given) | 23 | 1% | 16% | -13% | 13% | -2% | 8% | -18% | i
COc1cc(COCC(O)CN2CCN(CCN3C(=O)c4cccc5cccc(c45)C3=O)CC2)cc(OC)c1OC (stereo not given) | u | -20% | -11% | -22% | -6% | u | -39%[inhibitor] | -18% | i
O=C(NNC(=O)c1cc(-c2ccco2)nc2ccccc12)c1ccccc1 | u | 13% | 4% | 8% | 5% | -62%[inhibitor] | -23% | 5% | i
Cc1[nH]nc2c1C(c1ccccc1)C1=C(CC(C)(C)CC1=O)N2 (stereo not given) | 55 | -18% | u | -14% | -14% | -11% | 18% | -14% | u
CC1(C)CC(NC(=S)NC2CC2)CC(C)(C)N1 | -10 | -4% | 16% | 1% | -1% | -1% | -3% | -11% | i
COc1ccc(CN(C)C(=S)Nc2ccc(Cl)cc2)cc1 | 0 | -5% | -8% | -2% | -23% | 80% | u | 14% | x
O=C(NCc1cccc(Cl)c1)C1CCN(S(=O)(=O)c2ccc(F)cc2)CC1 | -8 | 6% | 2% | 0% | 6% | 2% | 7% | x | i
Cc1nn(C)cc1/C=C1\SC(=S)NC1=O | -20 | -13% | 0% | -15% | 5% | -2% | 3% | 69%[activator] | u
CC(=O)Nc1cc(-c2ccc(C(=O)N3CCOCC3)cc2)cn2c(-c3ccc(F)cc3)cnc12 | -6 | -21% | 0% | -15% | 8% | x | x | u | u
COc1ccc(OCCC(=O)OCC(=O)NCCc2ccccc2)cc1 | -4 | 12% | 0% | 18% | -5% | -11% | -8% | 13% | i
CCn1nc(C)c(CNC(=O)CC2C(=O)NCCN2Cc2ccc(C)o2)c1C (stereo not given) | 11 | 20% | -4% | 17% | u | -6% | -2% | 3% | i
CC1=C(C)CC(C(=O)NNC(=O)c2csc(C)c2C)C(C(=O)O)C1 (stereo not given) | -2 | 2% | -1% | 24% | 16% | -24% | -2% | -10% | i
S=C(NCCN1CCOCC1)NC1CCCCC1 | 17 | 0% | -1% | 0% | -6% | -4% | 2% | -8% | i
N#C/C(=C/c1ccc(N2CCOCC2)o1)C(=O)NC1CCCCC1 | -6 | -2% | u | -2% | -12% | 14% | u | 34%[activator] | i

Some of these compounds in order of length of the SMILES, lowest first:
mol | IL1B secr inh | HT1080NT lethal | KB-3-1 cytotox | HT1080 IDH1KD tx | KB-V1 MDR tox | SW480 rerep | MCF10A rerep | ATXN2 expr inh | S2 tox
CC1(C)CC(NC(=S)NC2CC2)CC(C)(C)N1 | -10 | -4% | 16% | 1% | -1% | -1% | -3% | -11% | i
COc1cc2[nH]c(C(=O)N3CC(C)OC(C)C3)cc2c(OC)c1OC (stereo not given) | -11 | -10% | -11% | -10% | 0% | 6% | u | 2% | i
COCCCn1c(=NC(=O)c2ccncc2)c(C#N)cc2c(=O)n3cccc(C)c3nc21 | 14 | -5% | 19% | -7% | -12% | u | 787%[0.0737 µM] | 2% | x

Further entries follow.
mol | IL1B secr inh | HT1080NT lethal | KB-3-1 cytotox | HT1080 IDH1KD tx | KB-V1 MDR tox | SW480 rerep | MCF10A rerep | ATXN2 expr inh | S2 tox
O=C(O)CCCn1c(O)c(C=C2N=c3ccccc3=N2)sc1=S | 38 | -13% | -24% | -9% | 0% | 6% | u | -16% | u
Cc1ccc(NC(=O)Cc2ccc(Cl)c(Cl)c2)cc1S(=O)(=O)N(C)C | -24 | 1% | 23µM* | -22% | 2.6µM* | u | u | -24% | i
CCN(c1ccccc1)S(=O)(=O)c1cc2c3c(c1)C(C)C(=O)N3CCC2 (stereo not given) | 8 | -2% | u | 3% | -9% | -1% | 8% | -4% | i
CC(NC(=O)OC1CCCCC1)N1C(=O)C2C3C=CC(C3)C2C1=O (stereo not given) | 2 | 5% | 5% | -1% | 3% | -1% | -7% | -3% | i
CCN(CC)S(=O)(=O)c1ccc(N2CCCC2)c(NC(=O)C2CSC3(C)CCC(=O)N23)c1 (stereo not given) | -24 | 1% | 21% | 2% | u | 2% | 0% | -3% | u
Cc1nn(-c2ccccc2)c(-n2cccc2)c1C(=O)N1CCN(c2ccccc2)CC1 | x | x | -3% | x | 4% | x | x | -9% | i
Cc1ccc(-c2cc(C(F)F)n3ncc(C(=O)Nc4cn(C)nc4C)c3n2)cc1 | -11 | 17% | 28% | 18% | 25% | 19% | 4% | 4% | i
Cc1ccc(N2CCOCC2)c2c1C(=O)c1ccccc1C2=O | u | -23% | -1% | u | 15µM* | 9% | u | -15% | i
CCN(CC(=O)Nc1c(F)cccc1F)C(=O)CCCOc1ccc(OC)cc1 | 2 | 5% | -6% | 12% | u | 2% | -2% | 4% | i
Cn1cc(S(=O)(=O)CC(=O)N2CCc3ccccc32)c2ccccc21 | -5 | 2% | -7% | -7% | 15% | 16% | 4% | 3% | i
CCc1ccc(NC(=O)CSc2nc3c(c(=O)[nH]2)CN(Cc2ccc4c(c2)OCO4)CC3)cc1 | x | x | -13% | x | u | x | x | 1% | i
COc1ccc(C2/C=C\CN(S(=O)(=O)/C=C/c3ccccc3)CC(=O)N2Cc2ccc(F)cc2)cc1 (stereo not given) | 23 | -28% | -12% | -4% | -10% | 4% | -7% | 5% | i
Cc1sc2ncnc(NCC3(N4CCOCC4)CCCCC3)c2c1C | 3 | -1% | -8% | -7%[9.24 µM] | u | -3% | 9% | -11% | i
Cc1ccc(OCC(=O)Nc2ccc(S(=O)(=O)Nc3ncccn3)cc2)c(C(C)(C)C)c1 | x | x | 8% | x | -14% | x | x | 5% | i
CN(Cc1ccccc1)C(=O)CCS(=O)(=O)c1ccc2c(c1)NC(=O)CS2 | -10 | 2% | u | -3% | u | -21% | -1% | -8% | i
COc1cc2c(cc1OC)C(C(=O)Nc1ccc(F)c(Cl)c1)CC(=O)N2 (stereo not given) | -1 | 4% | -2% | -1% | 22% | -10% | u | -11% | i
COc1ccc(NS(=O)(=O)c2cccc(-c3nnc(-c4ccccc4)o3)c2)cc1 | -2 | -4% | -1% | 5% | 6% | -6% | 11% | 6% | i
O=C(Nn1c(C2CC2)nc2ccccc2c1=O)c1ccco1 | 24 | 12% | 7% | -1% | 3% | -6% | 2% | 2% | i
Cn1c(N)c(C(=O)CSc2nn(-c3ccccc3)c(=S)s2)c(=O)n(C)c1=O | 70 | -17% | u | -10% | u | u | 8% | u | i
CC(C)c1ccc(/C=N/NC(=O)c2cccc(Cl)c2)cc1 | -15 | 23µM* | 13µM* | 21µM* | 8.2µM* | u | 5.8µM* | 50%[activator] | i
O=C(Nc1ccc(-c2ccccc2)cc1)c1ccccc1 | 15 | 6% | 21µM* | -1% | -5% | -1% | u | 5% | u
O=C(NCc1cccnc1)C1CCCN(S(=O)(=O)c2ccccc2)C1 (stereo not given) | 17 | 16% | 11% | 0% | -20% | -7% | 4% | 1% | i
O=C(NCc1ccc(F)cc1)c1ccncc1 | 12 | 2% | -1% | 0% | -5% | 11% | 8% | x | u

Compound activity from PubChem BioAssay.
